Screening data deposited in PubChem by National Center for Advancing Translational Sciences (NCATS).
TSHR antagonist = Antagonists of the Thyroid Stimulating Hormone Receptor: HTS campaign. 330,000 tested, 0.2% active. activity change, negative = inhibition, % at 11.5 µM. TSHR-expressing cells, TSH-stimulated cAMP HTRF, 2 h; stronger effect = lower value;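 active = activity change below a set negative limit, meaning inhibition stronger than a set level, cut at about -70% in these data; inconclusive = activity change between two set negative limits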; note: % is set by controls: 0 for no effect and ±100 for the full control effect
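Cell-based HTRF cAMP assay; TSHR cells + compound, TSH EC80 (4nM final), 2 h, 37 deg C. Lysis with anti-cAMP cryptate and cAMP-d2, 30 min RT, read 665/620 nm.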
TRPV1 agonist = HTS Assay for Compounds that Act as Agonists of the Vanilloid Receptor 1; 320,000 tested, 0.19% active; TRPV1-expressing cells, Fluo-8 calcium influx, agonist mode; activation, % at 8.33 µM; in the data active = activation above about 80%; inconclusive = between about 30% and that limit; note: 0% is about no effect
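Fluo-8 calcium influx in TRPV1-expressing cells, kinetic read (ex 480/em 520 nm). Compound added and read 3 min for agonist activity, followed by capsaicin at EC20 final and 2 min further read for enhancement.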
KCNH2 3.1 block = qHTS for Inhibitors of KCHN2 3.1: Mutant qHTS; U2OS KCNH2 3.1, thallium flux FluxOr; stronger effect = lower value; activity change, % (tested at about 1.8 µM); AID 720553, 2013; 340,000 tested, 0.95% active; Potassium voltage-gated channel subfamily H member 2, brain isoform KCNH2 3.1 (human);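 active = maximum activity change below -70%; inconclusive = maximum activity change from -70% to -50%; inactive = maximum activity change above -50%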;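 note: thallium influx rate constant from kinetic fluorescence after stimulation buffer; % is set by controls: 0 for no effect and ±100 for the full control effect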
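Virally transduced U2OS (3.1 isoform, 4 h infection in dark at RT) → overnight 37 C → FluxOr + Red40 in HBSS/HEPES, 45 min → stimulation buffer, 2 min kinetic read → rate constant vs DMSO controls.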
TCR act = Activators of T cell receptors: qHTS campaign | Potency, µM (highest dose often 9.22 µM), for inactives: at the highest dose activation of IL-2 secretion, actives largely listed as activators | 330,000 tested, under 10 active | primary human leukocytes, anti-CD3, IL-2 HTRF, 48 h | AID 504894, 2011; note: % of control where 0% means no effect
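Primary human leukocytes receive a-CD3 beads and test compound and are incubated 48 hr. Secreted IL-2 is then assayed by HTRF, measuring 665nm acceptor emission after 320nm excitation of the europium donor.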
hERG WT inh = qHTS for Inhibitors of KCHN2 3.1: Wildtype qHTS. activity change, % at 1.84 µM. AID 720551, 2013. 340,000 tested, 0.37% active. Voltage-gated inwardly rectifying potassium channel KCNH2 (Homo sapiens), Q12809. U2OS, BacMam KCNH2, thallium flux FluxOr; stronger effect = lower value;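 active = maximum activity change below -70%; inconclusive = maximum activity change between -70% and -50%; inactive = maximum activity change above -50%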; note: % is set by controls: 0 for no effect and ±100 for the full control effect
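U2OS cells transduced with wild-type KCNH2 virus are loaded with FluxOr dye for 45 min, and thallium flux is measured in kinetic reads before and after stimulation buffer. Rate constants are normalized to DMSO controls.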
Eya2 inh = qHTS Assay for Inhibitors of the Phosphatase Activity of Eya2; Potency, µM (titrated, usually from 76.9 µM), without a hit: at the top dose activity, negative = inhibition, actives largely listed as inhibitors; Protein phosphatase EYA2 (Homo sapiens), O00167; 330,000 tested, 0.006% active; AID 488837, 2010; recombinant Eya2, OMFP fluorescence dephosphorylation (OMFP is methylfluorescein phosphate); note: potency is the fitted concentration of half-maximal effect; % is set by controls: 0 for no effect and ±100 for the full control effect
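Eya2 protein (added as 0.2 uM solution) was preincubated with compound for 10 min at ambient temperature in 50 mM HEPES pH 7.5, 50 mM NaCl, 5 uM MgCl2, 0.05% BSA, 1 mM DTT. OMFP (added at 50 uM) then reacted 10 min; fluorescence read at 485/525 nm.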
Mito fusion yeast = qHTS Assay for Small Molecule Inhibitors of Mitochondrial Division or Activators of Mitochondrial Fusion | S. cerevisiae fusion-defective mutant growth rescue, CellTiterGlo 48 h | AID 485298, 2010 | Potency, µM (top dose mostly 46.1 µM), for inactives: at the top dose growth rescue (activation), actives largely listed as activators | 320,000 tested, 0.23% active;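 note: potency is the fitted concentration of half-maximal effect; % of control where 0% means no effect; nearly all actives have a fitted effect of over 45% in size; temperature-sensitive fusion mutants such as fzo1-1 at 37 °C on non-fermentable ethanol glycerol medium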
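Luminescent cell viability in 1536-well qHTS format served as the measure of rescued growth in ts fusion-mutant S. cerevisiae cultured on non-fermentable YPEG for 48 hours at 37C.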
AT treatment = qHTS Assay for Identifying a Potential Treatment of Ataxia-Telangiectasia; […] A-T fibroblasts, KAP-1 phosphorylation AlphaLISA; neocarzinostatin DNA damage 30 min before lysis; Potency, µM (highest dose often 57.5 µM), inactives show at the highest dose activation, actives largely listed as activators; 320,000 tested, 0.19% active; AID 485349, 2010; note: potency is the fitted concentration of half-maximal effect; % of control where 0% means no effect; nearly all actives have a fitted effect of over 45% in size
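ATM-like activity read as KAP-1 phosphorylation via AlphaLISA donor/acceptor antibody pairs after lysis and 6 hr at 25C. Cells were ATM-null patient fibroblasts ([…], hTERT), dosed 60 min, then exposed to the DSB inducer NCS for 30 min.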
USP2a inh = qHTS Assay for Inhibitors of Ubiquitin-specific Protease USP2a Using CHOP2 as the Reporter | USP2 core, Ub-CHOP2 coupled fluorogenic reporter, 485/531 | Potency, µM (series often up to 38.3 µM), for the others: at the top dose activity change, negative = inhibition, hits mostly inhibitors | AID 463254, 2010 | 330,000 tested, 0.01% active | Ubiquitin carboxyl-terminal hydrolase 2 (Homo sapiens), O75604;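 note: potency is the fitted concentration of half-maximal effect; plate controls were DMSO wells for no effect and full inhibition by NEM control for full effect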
Target sequence (O75604 whole entry, looked up): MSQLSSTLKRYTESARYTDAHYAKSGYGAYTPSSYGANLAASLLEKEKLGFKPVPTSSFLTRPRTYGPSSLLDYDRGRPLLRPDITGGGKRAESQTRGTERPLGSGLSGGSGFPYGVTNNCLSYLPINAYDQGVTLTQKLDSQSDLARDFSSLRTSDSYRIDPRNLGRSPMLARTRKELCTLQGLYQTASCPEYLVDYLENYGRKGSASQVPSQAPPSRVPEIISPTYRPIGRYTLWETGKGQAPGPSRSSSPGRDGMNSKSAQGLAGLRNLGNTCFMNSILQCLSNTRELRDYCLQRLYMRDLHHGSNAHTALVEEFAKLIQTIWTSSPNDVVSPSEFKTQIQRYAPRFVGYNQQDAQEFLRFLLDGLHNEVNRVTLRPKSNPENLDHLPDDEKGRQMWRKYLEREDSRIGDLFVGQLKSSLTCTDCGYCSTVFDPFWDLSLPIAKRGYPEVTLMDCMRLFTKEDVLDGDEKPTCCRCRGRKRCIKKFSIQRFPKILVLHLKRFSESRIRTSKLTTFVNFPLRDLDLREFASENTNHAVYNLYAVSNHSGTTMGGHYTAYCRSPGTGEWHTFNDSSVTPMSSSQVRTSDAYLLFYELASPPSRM
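Cell-free coupled assay: 10nM USP2 core preincubated 30min RT with compound in Tris-HCl pH 8.0/CaCl2/CHAPS buffer, then 25nM Ub-CHOP2 and 25nM reporter substrate; fluorescence (Ex 485/Em 531) read after 60min RT, normalized to NEM inhibition, concentration-response curves fitted.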
ELG1 repair inh = qHTS screen for small molecules that inhibit ELG1-dependent DNA repair in human embryonic kidney (HEK293T) cells expressing luciferase-tagged ELG1. Potency, µM (doses to about 46.1 µM), inactives show at the highest dose activity change, negative = inhibition, usual class: inhibitors. 330,000 tested, 2.3% active. HEK293T ELG1-luciferase reporter, luminescence, 16 h; DNA damage induced by 5-fluorouridine; note: potency is the fitted concentration of half-maximal effect; % is set by controls: 0 for no effect and ±100 for the full control effect; nearly all actives have a fitted effect of over 55% in size
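Step one: seed 2,000 cells per well. Step two: pin-transfer compound or DMSO alongside 5-fluorouridine. Step three: incubate 16 hr, 37 °C, 5% CO2. Step four: add ONE-Glo, wait 30 min, read luminescence.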
Numbers without * were called inactive; ? = inconclusive; . = not tested or not shown; & = joins results of further samples; [ ] = another dose, or the depositor's remark. Unless noted, calls come from the whole dose curve; as a rule, active = well fitted curve in the direction sought with a large enough effect; inconclusive = small, poorly fitted or top-dose-only effect, or another doubt; inactive = no such curve, though single readings can be large; an effect the other way counts as inactive or inconclusive.

SMILES	TSHR antagonist	TRPV1 agonist	KCNH2 3.1 block	TCR act	hERG WT inh	Eya2 inh	Mito fusion yeast	AT treatment	USP2a inh	ELG1 repair inh
C=CCN1C(=O)c2ccc(C(=O)OCC(=O)Nc3ccc(S(N)(=O)=O)cc3)cc2C1=O	.	-1	8	2%	-1	-29%	0%	1%	-1%	12%
O=C(CNC(=O)c1ccccc1F)OCC(=O)c1ccc(Cl)s1	21	-6	4	3%	4	3%	1%	20%	0%	7%
O=C(c1cccc(C(F)(F)F)c1)N1CCN(c2cc(=O)[nH]nc2-c2ccccc2)CC1	7	-2	9	2%	2	-16%	-2%	-1%	3%	-13%
Cc1ccc(NC(=O)CN2C(=O)C(=O)N(C3CCCC3)C2=O)cc1Cl	10	1	32	-3%	-6	-6%	0%	1%	-1%	?
CCn1c(/C=C/c2cccc([N+](=O)[O-])c2)nc2ccccc2c1=O	2	4	3	2%	1	1%	1%	-4%	0%	0%
COc1ccc(NC(=O)CC2C(=O)N(C)C(=S)N2Cc2ccncc2)cc1 (centres undefined)	-9	-2	-4	6%	-16	9%	-2%	0%	8%	-6%
O=C(CN1CCc2cc3c(cc2C1)OCCCO3)Nc1cccc([N+](=O)[O-])c1	-20	-3	-8	-4%	18	-1%	0%	-2%	-1%	?
O=c1oc2cc(O)ccc2cc1-c1ccc(F)cc1	19	17	1	-8%	-9	2%	15%	30%	3%	?
Cc1cc(C)cc(N(CC(=O)Nc2ccc(C)cc2Cl)S(=O)(=O)c2c(C)[nH]c(=O)[nH]c2=O)c1	41	-2	10	7%	-20	9%	11%	0%	1%	-2%
CCO[C@H]1OC(C(=O)NCc2ccccc2)=C[C@@H](c2ccc3c(c2)OCO3)[C@@H]1CCCO	4	16	-1	-5%	2	-17%	1%	1%	-2%	-11%

Of the compounds above, these have a nitro group on carbon:
SMILES	TSHR antagonist	TRPV1 agonist	KCNH2 3.1 block	TCR act	hERG WT inh	Eya2 inh	Mito fusion yeast	AT treatment	USP2a inh	ELG1 repair inh
CCn1c(/C=C/c2cccc([N+](=O)[O-])c2)nc2ccccc2c1=O	2	4	3	2%	1	1%	1%	-4%	0%	0%
O=C(CN1CCc2cc3c(cc2C1)OCCCO3)Nc1cccc([N+](=O)[O-])c1	-20	-3	-8	-4%	18	-1%	0%	-2%	-1%	?

Other records follow:
SMILES	TSHR antagonist	TRPV1 agonist	KCNH2 3.1 block	TCR act	hERG WT inh	Eya2 inh	Mito fusion yeast	AT treatment	USP2a inh	ELG1 repair inh
N#C/C(=C\c1ccc(O)c(O)c1)C(=O)c1ccc(O)c(O)c1	-11&-3	-1	9	15%	-5	9%&18%	0%&6%	-3%	0%	-5%
Nc1nc2n(n1)C(c1ccco1)CC(c1ccc(Cl)cc1Cl)N2 (centres undefined)	-9	3	-6	1%[46.1 µM]	-11	2%	9%	-3%	3%	6%
O=Cc1cn[nH]c1-c1cccc([N+](=O)[O-])c1	-2	-2	.	5%	0	10%	-9%	-3%	8%	?
O=C(COc1ccc2c(c1)oc(=O)c1ccccc12)NCCN1CCOCC1	8	1	10	4%	-20	-6%	-16%	0%	1%	?
COc1ccc(S(=O)(=O)N2CCN(c3ccccn3)CC2)c(OC)c1	8	1	-12	-3%	1	1%	3%	-12%	2%	-27%
O=S(=O)(c1cccs1)N1CCN(c2ccc(F)cc2)CC1	-7	-2	-7	-3%	0	-7%	13%	3%	0%	5%
O=C(CN(CCc1ccccc1)C(=O)Cn1nnc(-c2cccs2)n1)NCc1ccco1	-1	10	-16	0%	10	6%	3%	0%	-7%	7%
Cc1ccc(N2CCN(c3ncccc3[N+](=O)[O-])CC2)c(C)c1	-13	5	16	1%	3	-1%	4%	0%	1%	-6%
CC1CN(C2CCN(S(=O)(=O)c3ccc4ccccc4c3)CC2)CC(C)O1 (centres undefined)	1	3	-2	-1%	1	-6%	13%	31%	0%	-16%
CCOc1ccc(OCCN(C)Cc2ccccc2)cc1	8	4	-2	-4%	35	18%	-4%	-2%	2%	21%
Cn1cc(/C=C/c2cc[n+](C)cc2)c2cc(F)ccc21	-19	-7	6	14%	-17	?	-5%	43%	?	?
Cc1cc(-c2ccc(C)c(S(=O)(=O)NCCc3ccco3)c2)on1	-33	0	11	-9%	25	3%	2%	16%	-2%	-1%
NC(=O)CC1C(=O)N(c2ccccc2)C(=S)N1NC(=O)c1ccc(Br)cc1 (centres undefined)	-6	0	-13	6%	-5	7%	4%	-19%	0%	?
Cc1cc2cc(C)c(NCCNC(=O)c3ccccc3Cl)nc2cc1C	34	-6	0	11%	2	-2%	15%	35%	-3%	?
CC(C)C(CCN1C(=O)CCC1=O)C1CCOC(C)(C)C1 (centres undefined)	-5	3	4	-2%	1	10%	-6%	-1%	1%	-5%
O=C(c1ccccc1Cc1ccccc1)N1CCN(S(=O)(=O)c2ccccc2Br)CC1	-4	19	7	3%	-5	8%	?	5%	-1%	-16%
CN(C(=O)CSc1ncnc2scc(-c3ccccc3)c12)C1CCS(=O)(=O)C1 (centres undefined)	-7	3	-1	-2%	0	-11%	0%	-4%	0%	-5%
COc1cccc(-n2cnc3c(sc4nc(N5CCOCC5)c5c(c43)CCCC5)c2=O)c1	-4	1	-13	1%	22	10%	-7%	-5%	-1%	4%
O=C(CCC1CCCC1)Nc1ccc(OCC(=O)N2CCOCC2)cc1	-6	1	7	-6%[46.1 µM]	-18	6%	-5%	0%	1%	?
CC(NC(=O)c1ccc2ccccc2n1)c1ccc(Br)cc1 (centres undefined)	0	?	-1	1%	0	2%	9%	-5%	2%	-3%
CCOC(=O)N1CCC(NC(=O)c2sc3nc4n(c(=O)c3c2C)CCCC4)CC1	-8	-2	-1	0%	13	6%	-2%	3%	2%	-10%
Cc1ccc(Cn2c(NCCCn3ccnc3)nc3c2c(=O)n(C)c(=O)n3C)cc1	-4	-3	-4	1%	5	3%	1%	4%	1%	0%
O=C(CCCN1C(=O)C2CCCCN2C1=O)N1CCN(c2ccc([N+](=O)[O-])cc2)CC1 (centres undefined)	-8	.	?	4%	2	17%	-5%	-5%	-7%	?
Cc1cc(NS(=O)(=O)c2ccc(Nc3nc(-c4sc(N)nc4C)cs3)cc2)no1	-2	-4	-8	6%	2	13%	0%	4%	1%	15%
CCN(CC)CCNC(=O)C1c2ccccc2C(=O)N(C)C1c1cn(C)c2ccccc12 (centres undefined)	1	1	-33	1%	7	-2%	-2%	2%	-2%	-16%
O=C1CCCN1CCC1CCCCN1Cc1nc(-c2cnccn2)no1 (centres undefined)	-5	1	-16	3%	-6	-3%	-1%	3%	0%	11%
CCN1CCCC1CNCC(=O)Nc1ccc(OC(F)(F)F)cc1 (centres undefined)	10	-5	-21	-2%	73	-1%	-4%	31%	-10%	6%
CCOC(=O)c1ccc(N2CC(O)=C(c3nc4ccccc4c(=O)[nH]3)C2=N)cc1	-9	1	-4	0%	-2	-17%	-3%	15%	3%	-3%
Cc1cc(NC(=O)CN2C(=O)N(C)C3(CCCCC3)C2=O)ccc1Br	-10	-1	-3	-8%	-7	-7%	1%	0%	0%	-1%
COc1ccc(CCN(C(=O)C(F)(F)F)C(C(=O)NC2CCCC2)c2cccs2)cc1OC (centres undefined)	-4	2	1	3%	3	-16%	11%	-2%	-2%	-11%
Cc1ccc(C(=O)C(C)OC(=O)C2=COCCO2)cc1C (centres undefined)	.	-2	-5	4%	0	-2%	6%	?	0%	1%
O=C1NCC(CN(c2ccccc2)c2ccccc2)O1 (centres undefined)	0	3	-28	-1%	-4	17%[15.4 µM]	2%	12%	?	-1%
c1ccc(-c2nnc(-c3ccco3)o2)cc1	13	3	-2	1%	2	11%	0%	3%	0%	?
Cc1ccc(C)c(NC(=O)CCC(=O)N/N=C/c2cccnc2)c1	8	0	13	-11%	24	-6%	1%	11%	3%	8%
CCCn1c(NC(=O)c2ccc(Cl)c(S(=O)(=O)N3CCCC3)c2)nc2ccccc21	-33	-1	-5	2%	-5	-19%	5%	4%	3%	?
O=C(NCc1ccco1)C(c1cccnc1)N(C(=O)Cn1nnc2ccccc21)c1ccccc1 (centres undefined)	7	1	4	5%	3	-8%[15.4 µM]	2%	3%	-2%	-12%

Only part of the results is shown. The share of hits here may be higher or lower than overall.
